# GLS inhibitor = glutaminase GLS (human) inhibition | O94925 | GLS enzymatic activity, qHTS titration | hit rate 0.21% among 410,000 | Potency, µM (series often up to 45.5 µM), without a hit: at the highest dose activity change, negative = inhibition, most hits filed as inhibitors; note: % is set by controls: 0 for no effect and ±100 for the full control effect
#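 hKGA; 45 mM KH2PO4 pH 8.2 + 0.02% Tween-20; cpd via pin tool; 1 mM Gln soln; GluOx/HRP/Amplex Red; RT 30 min; fluor. t0 & final.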
# Pin1 inh = blocks the human prolyl isomerase Pin1; Q13526; Pin1 FP peptide displacement, HiFluor488, 10 min; Potency, µM (highest dose often 115 µM), inactives show at the highest dose activity, negative = inhibition, most hits filed as inhibitors; hit rate 0.009% among 390,000; AID 504891; active = well fitted inhibition curve with a large enough effect in the polarisation, with a control signal flat, not every such curve was filed as active; inconclusive = small, poorly fitted or top-dose-only effect, or effect the other way, or a change in a side signal; inactive = no such curve, though single readings can be large or run the other way; the % refers to the polarisation; note: % is set by controls: 0 for no effect and ±100 for the full control effect
# POLI inh = inhibitors of human DNA polymerase iota; Q9UNA4; Pol iota fluorescent replication assay, 10 min; Potency, µM (top dose mostly 115 µM), for the others: top-dose activity, negative = inhibition, actives largely listed as inhibitors; hit rate 1% among 390,000; AID 588590
#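 Fluorescent replication assay read twice, at 0 min and 10 min after adding 50 nM (final) substrate. Enzyme (10 nM) and compounds were first incubated 15 min at room temperature; enzyme-free buffer wells were negative controls.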
# PGK inhibitor = T. brucei PGK inhibition. P07378. PGK/GAPDH coupled, Kinase-Glo luminescence, 60 min. Potency, µM (top dose mostly 57.5 µM), inactives show at the highest dose activity change, negative = inhibition, hits mostly inhibitors. hit rate 0.043% among 380,000; note: % is set by controls: 0 for no effect and ±100 for the full control effect; nearly all actives have a fitted effect of over 60% in size
#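 Luminescent ATP detection (Kinase-Glo Plus) follows a 60-minute room-temperature incubation, with wells lacking PGK as controls. Buffer: 100 mM TEA (pH 7.6), 5 mM MgCl2, 0.01% Tween-20. Coupling enzyme GAPDH (100 nM final) supplies unstable 1,3-BPG in-well.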
# G9a block = G9a (human) methyltransferase inhibition; G9a H3K9 monomethylation, AlphaScreen, 2 h; AID 504332; Potency, µM (doses to about 102 µM), for the others: top-dose activity, negative = inhibition, most hits filed as inhibitors; hit rate 8.8% among 350,000; Q96KQ7; note: % is set by controls: 0 for no effect and ±100 for the full control effect; nearly all actives have a fitted effect of over 75% in size
#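 Step 1: enzyme (final 20 nM) with compound, 15 min RT. Step 2: substrate peptide 500 nM and SAM 20 uM, 2 h RT. Step 3: anti-H3K9me1 antibody and AlphaScreen beads, 10 min, then plate read.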
# JMJD2A Tudor = JMJD2A Tudor domain (human) inhibition. O75164. AlphaScreen JMJD2A-Tudor / H3K4me3 peptide binding. Potency, µM (top dose mostly 114 µM), for inactives: at the top dose activity change, negative = inhibition, usual class: inhibitors. hit rate 4.4% among 390,000. AID 504339; note: % is set by controls: 0 for no effect and ±100 for the full control effect; nearly all actives have a fitted effect of over 50% in size
# BAZ2B inh = blocks human BAZ2B. Q9UIF8. AlphaScreen BAZ2B-H3K14Ac peptide displacement. Potency, µM (highest dose often 114 µM), inactives show at the top dose activity change, negative = inhibition, usual class: inhibitors. hit rate 4.4% among 360,000. AID 504333; note: % is set by controls: 0 for no effect and ±100 for the full control effect; nearly all actives have a fitted effect of over 60% in size
# Target sequence (Q9UIF8 whole entry, looked up): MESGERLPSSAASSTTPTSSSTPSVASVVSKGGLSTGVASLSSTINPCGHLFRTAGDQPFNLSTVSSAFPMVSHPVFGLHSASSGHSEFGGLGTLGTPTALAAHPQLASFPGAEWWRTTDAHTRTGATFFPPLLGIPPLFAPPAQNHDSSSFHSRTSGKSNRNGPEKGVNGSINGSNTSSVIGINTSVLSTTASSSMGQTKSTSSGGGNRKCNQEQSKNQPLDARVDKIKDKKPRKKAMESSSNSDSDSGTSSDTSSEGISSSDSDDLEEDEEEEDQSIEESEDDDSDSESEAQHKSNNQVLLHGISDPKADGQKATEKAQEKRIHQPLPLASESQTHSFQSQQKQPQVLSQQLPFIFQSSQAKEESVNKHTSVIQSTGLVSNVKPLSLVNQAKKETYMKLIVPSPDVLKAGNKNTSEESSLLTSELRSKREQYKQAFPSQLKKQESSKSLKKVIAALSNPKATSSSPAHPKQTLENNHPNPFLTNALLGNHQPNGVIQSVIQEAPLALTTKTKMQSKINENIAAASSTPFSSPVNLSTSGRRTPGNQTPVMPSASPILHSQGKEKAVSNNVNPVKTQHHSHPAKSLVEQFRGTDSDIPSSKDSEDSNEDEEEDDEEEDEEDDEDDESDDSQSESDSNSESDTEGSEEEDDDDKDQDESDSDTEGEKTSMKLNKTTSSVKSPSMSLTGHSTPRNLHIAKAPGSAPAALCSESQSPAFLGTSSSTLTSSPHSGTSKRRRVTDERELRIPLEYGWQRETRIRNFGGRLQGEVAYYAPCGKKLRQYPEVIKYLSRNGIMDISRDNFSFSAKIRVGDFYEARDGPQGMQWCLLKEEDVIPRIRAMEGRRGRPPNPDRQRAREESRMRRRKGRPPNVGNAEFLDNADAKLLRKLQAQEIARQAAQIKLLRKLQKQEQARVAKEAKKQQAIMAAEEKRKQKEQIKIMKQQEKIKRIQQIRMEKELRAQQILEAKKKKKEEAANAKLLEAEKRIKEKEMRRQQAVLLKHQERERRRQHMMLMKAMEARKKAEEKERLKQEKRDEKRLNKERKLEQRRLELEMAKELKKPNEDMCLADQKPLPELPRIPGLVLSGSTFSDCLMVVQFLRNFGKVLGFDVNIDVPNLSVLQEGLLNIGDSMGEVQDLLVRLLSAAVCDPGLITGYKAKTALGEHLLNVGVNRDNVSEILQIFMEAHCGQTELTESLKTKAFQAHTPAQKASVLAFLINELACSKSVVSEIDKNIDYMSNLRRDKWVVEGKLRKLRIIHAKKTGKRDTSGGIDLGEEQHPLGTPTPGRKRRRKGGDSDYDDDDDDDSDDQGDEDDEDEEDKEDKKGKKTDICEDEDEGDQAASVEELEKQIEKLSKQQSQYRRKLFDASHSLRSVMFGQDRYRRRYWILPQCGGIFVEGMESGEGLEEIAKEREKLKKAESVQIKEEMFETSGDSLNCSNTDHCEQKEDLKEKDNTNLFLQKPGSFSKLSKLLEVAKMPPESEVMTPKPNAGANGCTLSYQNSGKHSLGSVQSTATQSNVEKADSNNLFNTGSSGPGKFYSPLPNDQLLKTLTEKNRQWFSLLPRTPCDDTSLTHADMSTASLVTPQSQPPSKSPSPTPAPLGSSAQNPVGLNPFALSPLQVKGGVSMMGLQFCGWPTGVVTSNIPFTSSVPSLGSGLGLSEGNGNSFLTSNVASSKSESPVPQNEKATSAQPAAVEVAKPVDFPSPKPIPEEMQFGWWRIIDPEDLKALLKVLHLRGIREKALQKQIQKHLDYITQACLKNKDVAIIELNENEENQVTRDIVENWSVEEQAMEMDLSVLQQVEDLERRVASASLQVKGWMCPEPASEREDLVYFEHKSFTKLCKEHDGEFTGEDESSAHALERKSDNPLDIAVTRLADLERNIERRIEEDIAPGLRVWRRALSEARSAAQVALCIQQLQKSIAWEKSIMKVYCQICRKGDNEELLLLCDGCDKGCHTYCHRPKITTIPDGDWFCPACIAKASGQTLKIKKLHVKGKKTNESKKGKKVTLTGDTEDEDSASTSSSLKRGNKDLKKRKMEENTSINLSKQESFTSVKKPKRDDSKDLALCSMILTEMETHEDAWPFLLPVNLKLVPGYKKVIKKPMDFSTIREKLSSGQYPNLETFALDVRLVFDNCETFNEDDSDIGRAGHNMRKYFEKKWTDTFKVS
#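 Complex of BAZ2B and biotin-H3K14Ac (50 nM apiece) forms over 30 min at RT, then faces library compounds up to 110 uM for another 30 min; AlphaScreen beads added, 20 min dark incubation, luminescence read.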
# HP1b binding inh = HP1-beta chromodomain-methylated histone interaction inhibition | hit rate 0.56% among 390,000 | AID 540317 | AlphaScreen HP1-beta / biotin-H3K9me3 peptide binding | Potency, µM (top dose mostly 114 µM), without a hit: at the highest dose activity change, negative = inhibition, actives largely listed as inhibitors; note: nearly all actives have a fitted effect of over 70% in size; inactives centre near 23
#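 HP1-beta protein (50 nM final) preincubated 30 min at room temperature with biotinylated H3(1-18)K9me3 peptide (50 nM) in PBS pH 7.4, 0.01% Tween-20, then compound added for 30 min. AlphaScreen streptavidin donor/nickel chelate acceptor beads (10 ug/mL final), 30 min dark, luminescence read.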
# BLM inh = inhibitors of human Bloom syndrome helicase BLM | recombinant BLM DNA unwinding, fluorescence dequenching | Potency, µM (highest dose often 56.1 µM), for inactives: at the top dose activity change, negative = inhibition, hits mostly inhibitors | hit rate 0.2% among 350,000 | AID 2528;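 note: plate controls were vehicle for no effect and no enzyme for full effect; nearly all actives have a fitted effect of over 35% in size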
# * marks the source's active call; other numbers are inactive results; i = inactive; ? = inconclusive; nt = no result given; [ ] = remark or other dose. Unless noted, calls come from the whole dose curve; as a rule, active = well fitted curve in the direction sought with a large enough effect; inconclusive = small, poorly fitted or top-dose-only effect, or another doubt; inactive = no such curve, though single readings can be large; an effect the other way counts as inactive or inconclusive. Potency is the fitted concentration of half-maximal effect. A portion of the library (hit frequency here may not be typical).
SMILES,GLS inhibitor,Pin1 inh,POLI inh,PGK inhibitor,G9a block,JMJD2A Tudor,BAZ2B inh,HP1b binding inh,BLM inh
O=C(Nc1nccs1)C(Cl)(Cl)Cl,8.0%,-3.8%,11.6%,-8.4%,?,-17.3%,-19.8%,0.2%,-2.8%
NCCc1c[nH]c2ccc(OCc3ccccc3)cc12,0.0%,3.5%,-10.6%,-8.2%,50.1µM*,-29.5%,?,1.4%,-2.0%
CC(C)N1C(=O)CC2(CC[N+](C)(CCOC(=O)C(O)(c3ccccc3)c3ccccc3)CC2)C1=O (stereo not drawn),-5.3%,-1.9%,2.6%,-4.2%,39.8µM*,-5.0%,-24.4%,45.8%[activator],1.3%
C=C1CCN(C(CC(C)C)C(=O)Nc2ccc(OC)cc2)S(=O)(=O)c2ccccc21 (stereo not drawn),nt,?,18.7%,nt,nt,-14.5%,nt,24.6%,-4.7%
COC(=O)C1=C(c2ccc(OC)c(OC)c2)C[C@@H]2CC[C@H]1N2C(=O)N1CCC(O)CC1,-12.8%,2.2%,-25.5%,-4.1%,7.9%[2.33 µM],-5.7%,-0.1%,44.3%[activator],nt
COc1ccc(-c2nc(SCC(=O)NC(C)CCc3ccccc3)n[nH]2)cc1 (stereo not drawn),1.0%,?,-1.8%,i,12.5%[59 µM],-27.9%,8.1%,17.6%[57 µM],-2.3%
CN(C)CCCN=Cc1c(O)n(Cc2ccco2)c(=O)[nH]c1=O,14.3%,-0.1%,27.7%,i,?,-14.9%,12.3%,1.0%,0.4%
Cc1cccc(-n2c(-c3cccs3)nc3ccccc3c2=O)c1,-6.0%,-0.5%,-26.1%,-4.7%,0.1%[59 µM],?,79.4µM*,12.7%,-0.7%
N#Cc1ccc(NC(=O)CN2C(=O)NC3(CCCCCCC3)C2=O)cc1Cl,-1.3%,0.6%,8.5%,1.5%,21.9%[12.7 µM],-12.8%,-0.4%,41.9%[activator],nt
Cn1c(O)c(C(c2ccccn2)c2c(O)n(C)c(=S)[nH]c2=O)c(=O)[nH]c1=S,-18.5%,-11.0%,15.1%,-1.9%,21.9%[0.0925 µM],79.4µM*,50.1µM*,35.3%,-0.1%
O=C(O)CP(=O)(O)c1ccc(Cl)cc1,-11.7%,-8.9%,-3.1%,i,50.1µM*,39.8µM*,-35.6%,28.6%,1.6%
O=C1c2ccccc2C(=O)c2c1ccc1c(=O)n(-c3ccccc3)[nH]c21,-1.7%,3.8%,15.1%,6.1%,3.16µM*,-21.2%,-25.8%,-5.8%,-4.7%
Cc1ccc2c(c1)=NC(=O)/C(=C/c1c(O)[nH]c(=O)[nH]c1=O)C=2,-10.1%,-3.5%,7.9%,i,?,-16.1%,-11.5%,30.8%,-1.5%
O=C(Nc1ccon1)c1cccn(Cc2cccc(Cl)c2)c1=O,-1.1%,8.0%,51.1%[activator],-8.3%,14.7%[59 µM],-8.4%,10.0%,13.6%[57 µM],-2.4%
CNC(=O)OCc1n(C)cc[n+]1C,9.9%,0.4%,14.6%,-4.2%,6.31µM*,-3.4%,?,9.8%,3.9%
Clc1ccc(CNCCc2ccc3c(c2)OCO3)cc1,-5.2%,-11.1%,17.7%,-8.8%,79.4µM*,25.1µM*,44.7µM*,-2.1%,3.0%
COc1cc(CNCCc2ccc3c(c2)OCO3)cc(OC)c1OC,-4.6%,-0.1%,?,-1.1%,5.01µM*,0.794µM*,56.2µM*,?,0.5%
CC(=O)n1cc(C=C2C(=O)NC(=O)NC2=O)c2ccccc21,-11.7%,3.0%,?,-2.5%,10µM*,?,-15.9%,32.4%,0.3%
Cc1ccc(C(=O)C2CN(C)CC2C(=O)c2ccc(C)cc2)cc1 (stereo not drawn),7.1%,4.9%,7.1%,-8.8%,-5.3%,-35.8%,-5.6%,-7.3%,-0.8%
Cc1cccc(-n2c(-c3ccc([N+](=O)[O-])cc3)nc3ccccc3c2=O)c1,-8.9%,1.4%,12.5%,1.9%,20.1%[59 µM],-34.3%,-5.0%,9.6%,-8.2%
OC1/C(=C/c2ccccc2C(F)(F)F)N2CCC1CC2 (stereo not drawn),-0.3%,-2.3%,32.8%[activator],-4.8%,-6.7%,-5.6%,-10.1%,31.3%,-2.3%
C[C@H](CO)N1C[C@H](C)[C@H](CN(C)C(=O)Nc2cccc3ccccc23)Oc2c(NC(=O)c3ccc(-c4nccs4)cc3)cccc2C1=O,-4.5%,13.0%,-4.7%,-3.9%,nt,-22.0%,nt,26.2%,nt
Cc1cccc(CC(c2cccc(C)c2)N(C)C)c1 (stereo not drawn),-7.7%,-8.9%,27.8%,8.0%,nt,-3.4%,nt,9.2%[57 µM],nt
C=Cn1ccnc1P(=S)(c1ccc(Cl)cc1)c1nccn1C=C,16.9%,-12.2%,7.9%,8.2%,-24.9%,-6.4%,4.6%,30.9%,-6.9%
CCOC(=O)C1C(=O)N(C)C2(C)CC1c1cc(OC)ccc1O2 (stereo not drawn),5.9%,3.1%,6.8%,-1.9%,-9.9%[2.33 µM],-18.4%,?,16.4%,0.3%
O=c1[nH]c2c(c(=O)n1C1CCCCC1)CCC2,0.5%,-7.4%,7.3%,2.3%,-36.1%[59 µM],0.6%,0.6%,14.4%,2.1%
CN(N=O)c1cc(O)ccc1O,nt,?,11.2µM*,nt,0.597µM*,6.31µM*,nt,?,nt
Cc1ccc(S(=O)(=O)N(CC(=O)N/N=C\c2cccs2)c2cccc3cccnc23)cc1,2.1%,-1.5%,?,i,-11.8%[59 µM],-16.4%,?,18.7%,-13.4%
COC(=O)C1=C(c2cccc(OC)c2OC)C[C@@H]2CC[C@H]1N2C(=O)NCc1ccc(C(F)(F)F)cc1,-0.7%,-0.7%,16.0%,-12.0%,nt,-12.1%,nt,41.0%[activator],nt
O=C(COc1ccccc1)c1cn(Cc2ccccc2)c2ccccc12,7.4%,?,-2.5%,1.7%,94.7%[activator][59 µM],1.7%,22.5%,41.2%[activator],-12.5%
Cc1ccc(C(=O)n2cc(CCN3CCS(=O)(=O)CC3)c3ccccc32)cc1,-6.4%,-1.8%,7.5%,12.9%,?,-29.7%,-32.7%,5.3%,-3.2%
CCn1c(C)nc2cc(S(=O)(=O)Nc3ccc(C)cc3)ccc21,-1.5%,1.1%,-2.1%,i,nt,-8.5%,?,30.1%,0.1%
CN(C(=O)CNC(=O)OCc1ccccc1)c1ccc(Br)cc1C(=O)c1ccccc1Cl,0.5%,-3.4%,14.5%,5.1%,23.2%[59 µM],-14.1%,-10.6%,20.0%,-11.3%
O=P(Oc1ccccc1)(Oc1ccccc1)C(Nc1ccccc1)c1ccccc1 (stereo not drawn),17.1%,-9.0%,17.4%,2.4%,21.8%[59 µM],-7.9%,-3.0%,18.3%,-11.8%
OCCN(Cc1ccccc1)Cc1cccc(F)c1,6.7%,-10.0%,39.6%[activator],-3.0%,7.08µM*,7.08µM*,44.7µM*,?,-7.8%
CN1[C@@H]2CCC[C@H]1CC(=O)C2,-3.8%,-3.8%,14.9%,-8.8%,18.5%[21.5 µM],-4.1%,nt,60.2%[activator],1.2%[21.4 µM]
N#CC(c1ccccc1)c1cccc(Cl)n1 (stereo not drawn),1.7%,-7.2%,31.1%[activator],-3.0%,9.0%,3.5%,7.9%,60.3%[activator],-0.7%
Cc1ccnc(NS(=O)(=O)c2ccc(N=Cc3c(O)n(C)c(=O)n(C)c3=O)cc2)n1,16.4%,?,5.1%,-3.7%,44.7µM*,-7.5%[57.1 µM],?,21.2%,-1.9%
C/C(Cl)=C/CC1(CN2CCCC2=O)C(=O)NC(=O)NC1=O,2.6%,0.7%,8.9%,8.5%,?,10.5%,43.4%[activator],30.5%,-1.2%
O=c1[nH]c(=O)n(CCC2=CCCCC2)c(O)c1/C=N/Nc1cccc2ccccc12,36.7%[activator],?,-0.2%,-2.3%,1.78µM*,-10.3%[11.4 µM],?,31.6µM*,-10.2%
Cc1ccc(-n2c(C)cc(/C=C3\C(=O)NC(=O)N(C)C3=O)c2C)cc1C,-6.5%,41.7%[activator],?,-1.5%,?,-30.9%[57.1 µM],-28.5%,28.1%,-20.2%
CCN(CC)P(=O)(NC(=O)c1cccn1C)N(CC)CC,1.5%,0.1%,89.6%[activator],-4.7%,5.3%,-11.7%,-10.2%,9.6%,2.7%
CCCCCCn1c(=O)c(C(=O)Nc2cnccn2)c(O)c2ccccc21,32.5%[activator],-5.8%,16.1%,-10.1%,2.9%,-7.2%,0.1%,-7.3%,0.4%
COc1ccc(C=C2C(=O)N(C)C(=O)N(C)C2=O)cc1CSc1ccccn1,27.8%,1.1%,-10.2%,-0.2%,44.7µM*,?,-23.2%,39.6%[activator],-0.9%
O=C(N/N=C/c1c(O)n(CCc2ccccc2)c(=O)[nH]c1=O)c1ccccc1,1.8%,24.5%,153.2%[activator],0.3%,nt,-35.1%,79.4µM*,39.5%[activator],-8.8%
Cn1ncc2c(NCc3ccc(F)cc3)ncnc21,0.7%,-1.5%,24.5%,0.9%,-1.4%[59 µM],-29.3%,0.7%,67.7%[activator],1.7%
CCCNS(=O)(=O)c1ccc(OCC(=O)N2CCN(Cc3ccccc3)CC2)cc1,0.6%,-2.5%,10.7%,i,-24.4%[12.7 µM],-8.1%,0.5%,48.7%[activator],-1.0%
CC1CCN(CC(=O)c2ccccc2Cl)CC1,-5.4%,-13.0%,113.1%[activator],-6.8%,?,?,-9.0%,12.2%,-9.5%

# Laid out differently: entries from further up.
# Order of values: GLS inhibitor, Pin1 inh, POLI inh, PGK inhibitor, G9a block, JMJD2A Tudor, BAZ2B inh, HP1b binding inh, BLM inh
N#CC(c1ccccc1)c1cccc(Cl)n1 (stereo not drawn)
    1.7%, -7.2%, 31.1%[activator], -3.0%, 9.0%, 3.5%, 7.9%, 60.3%[activator], -0.7%
Cc1ccnc(NS(=O)(=O)c2ccc(N=Cc3c(O)n(C)c(=O)n(C)c3=O)cc2)n1
    16.4%, ?, 5.1%, -3.7%, 44.7µM*, -7.5%[57.1 µM], ?, 21.2%, -1.9%
C/C(Cl)=C/CC1(CN2CCCC2=O)C(=O)NC(=O)NC1=O
    2.6%, 0.7%, 8.9%, 8.5%, ?, 10.5%, 43.4%[activator], 30.5%, -1.2%

# High-throughput results (PubChem)
